# Screening data as filed in PubChem.
# NOD2 RIPK2 PPI – blocks binding of human NOD2 to RIPK2. O43353. CHO BLA complementation NOD2-RIPK2, CCF4 ratio. inhibition, % at 4.98 µM. 360,000 compounds, 0.38% hits. AID 624267; in the data active = inhibition above about 21%;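 note: 0% = vehicle only and 100% = reference blocker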
# COUP-TFII inh – inhibitors of human COUP-TFII (NR2F2). P24468. HEK293T NGFI-A luciferase reporter, luminescence. inhibition, % at 8.6 µM. 370,000 compounds, 0.7% hits. AID 686940;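 active = inhibition above a per-plate cutoff, mean inhibition of test wells between control levels plus 3 SD, cut at about 38% in these data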;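 note: cells cotransfected with COUP-TFII expression vector driving the NGFI-A reporter; 0% = median of COUP-TF2 test wells and 100% = reporter-only cells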
# SRC3 inh – inhibits human SRC3 coactivator; 360,000 compounds, 0.17% hits; inhibition, % at 3.6 µM; HEK293 GAL4-SRC3 luciferase reporter, luminescence; Q9Y6Q9;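 active = inhibition above a per-campaign cutoff, the mean of all compounds plus 3 SD, cut at about 60% in these data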;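 note: 0% = DMSO-treated cells and 100% = gossypol-treated cells at 36 µM; higher means less SRC3-driven luciferase light from the GAL4 reporter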
# TLR9-MyD88 inh – blocks human TLR9 binding to MyD88. Q9NR96+Q99836. CHO BLA complementation TLR9-MyD88, CCF4 FRET ratio. inhibition, % at 4.98 µM. 340,000 compounds, 0.21% hits. AID 504734;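 active = inhibition above the mean over all tested compounds plus 3 SD, cut at about 21% in these data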;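 note: 0% = DMSO only wells and 100% = clavulanate BLA inhibitor control wells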
# C8 TRAIL sens – sensitizes caspase-8 expressing cells to TRAIL. NB7+C8 cells + TRAIL, ATPlite viability luminescence. inhibition (viability loss, TRAIL sensitization), % at 10 µM. 360,000 compounds, 1% hits;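 active = compounds causing at least 50% loss of cell viability in the single-dose screen, relative to plate controls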
# NCOA1 inh – human NCOA1 inhibition | HEK293 GAL4-SRC1 luciferase reporter, luminescence | inhibition, % at 3.6 µM | 360,000 compounds, 0.12% hits;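 active = inhibition above the campaign mean plus 3 SD, with each screening campaign given its own cutoff, cut at about 60% in these data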;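 note: 0% = DMSO treated cells and 100% = gossypol at 36 µM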
# SRC2 inh – inhibits human steroid receptor coactivator 2. inhibition, % at 9 µM. 370,000 compounds, 0.17% hits. HEK293 GAL4-SRC2 luciferase reporter, luminescence;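 active = inhibition above the mean inhibition of all tested compounds plus 3 SD, set per campaign, cut at about 52% in these data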;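 note: 0% = DMSO treated cells and 100% = cells given Gossypol at 36 µM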
# Target sequence (Q15596 whole entry, looked up, the tested form may be a part): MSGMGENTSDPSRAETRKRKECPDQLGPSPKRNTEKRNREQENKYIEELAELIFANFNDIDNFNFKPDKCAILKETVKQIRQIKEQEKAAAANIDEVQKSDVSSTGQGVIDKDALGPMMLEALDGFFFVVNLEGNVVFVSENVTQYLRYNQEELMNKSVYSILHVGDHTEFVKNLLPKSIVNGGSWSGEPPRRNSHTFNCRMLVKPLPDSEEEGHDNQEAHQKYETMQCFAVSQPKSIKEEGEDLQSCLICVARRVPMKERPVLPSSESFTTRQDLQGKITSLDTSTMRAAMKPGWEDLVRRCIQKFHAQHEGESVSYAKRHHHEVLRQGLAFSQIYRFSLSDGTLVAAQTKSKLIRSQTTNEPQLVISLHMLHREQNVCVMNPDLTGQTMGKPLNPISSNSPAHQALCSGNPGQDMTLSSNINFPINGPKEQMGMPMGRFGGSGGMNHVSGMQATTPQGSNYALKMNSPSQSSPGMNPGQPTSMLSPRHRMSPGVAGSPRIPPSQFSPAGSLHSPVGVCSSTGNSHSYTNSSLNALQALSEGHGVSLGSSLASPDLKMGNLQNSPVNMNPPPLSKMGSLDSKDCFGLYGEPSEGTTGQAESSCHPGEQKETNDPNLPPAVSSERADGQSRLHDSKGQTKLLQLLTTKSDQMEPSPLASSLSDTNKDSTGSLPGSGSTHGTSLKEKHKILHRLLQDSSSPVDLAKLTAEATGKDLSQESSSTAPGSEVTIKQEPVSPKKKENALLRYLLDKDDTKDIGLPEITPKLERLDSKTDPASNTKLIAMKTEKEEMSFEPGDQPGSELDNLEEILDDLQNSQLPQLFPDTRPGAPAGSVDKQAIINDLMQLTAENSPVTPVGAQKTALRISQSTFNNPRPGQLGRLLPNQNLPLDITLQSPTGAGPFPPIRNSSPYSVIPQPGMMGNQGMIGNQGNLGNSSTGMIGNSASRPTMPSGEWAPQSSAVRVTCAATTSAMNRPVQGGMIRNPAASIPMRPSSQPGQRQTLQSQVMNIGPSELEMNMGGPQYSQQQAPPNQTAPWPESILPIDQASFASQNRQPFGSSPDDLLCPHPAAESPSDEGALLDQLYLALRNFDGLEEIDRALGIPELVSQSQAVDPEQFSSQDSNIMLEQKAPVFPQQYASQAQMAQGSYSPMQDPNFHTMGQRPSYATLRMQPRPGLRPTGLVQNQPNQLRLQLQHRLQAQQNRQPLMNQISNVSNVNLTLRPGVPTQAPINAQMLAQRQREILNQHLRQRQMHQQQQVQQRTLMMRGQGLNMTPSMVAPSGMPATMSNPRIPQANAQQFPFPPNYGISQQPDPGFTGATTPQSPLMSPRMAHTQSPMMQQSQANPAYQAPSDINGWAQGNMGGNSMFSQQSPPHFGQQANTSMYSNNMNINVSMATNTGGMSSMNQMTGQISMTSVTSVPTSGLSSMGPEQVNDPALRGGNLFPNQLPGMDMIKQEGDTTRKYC
# Vif imaging – blocks HIV Vif function | HEK293T cells, Vif self-association by quenched fluorescence, imaging, 24 h | inhibition, % at 7.49 µM | 340,000 compounds, 0.35% hits; in the data active = inhibition above about 50%, passing the limit was not always enough; inconclusive = no clear call, values can overlap the other calls; inactive = below about 31%; note: some results filed as inactive read as strong as hits
# EBV LMP1 NFkB – reduces LMP1-driven NF-kappaB luciferase signal. inhibition, % at 12.5 µM. LMP1-induced NF-kappaB luciferase reporter cells, luminescence. AID 504558. 350,000 compounds, 0.69% hits; in the data active = inhibition above about 41%; inconclusive = no clear call, values can overlap the other calls;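 note: 0% = neutral control wells and 100% = reference inhibitor control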
# NR5A2 inv ag – suppresses constitutive activity of human LRH-1. HEK293T StAR-luciferase reporter, LRH-1 transfected, 24 h. inhibition, % at 3.6 µM. 360,000 compounds, 0.13% hits. O00482;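 active = inhibition above the mean inhibition of all tested compounds plus 3 SD, cut at about 73% in these data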;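 note: 0% = DMSO wells and 100% = reporter-only cells lacking LRH-1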
# TROY NFkB inh – blocks TROY-dependent signaling in reporter cells; Q293 LMP1-TROYcd NF-kB luciferase reporter, 4 h; inhibition, % at 10 µM; 360,000 compounds, 0.98% hits;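 active = compounds whose plate-normalised and pattern-corrected inhibition of the luciferase reporter signal at the single screening dose is 50% or more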
# Numbers without * were called inactive; ? = inconclusive; . = no result given. The list is partial. The share of hits here may be higher or lower than overall.
1. COc1ccc(OC)c(NC(=O)CNC(=O)Cn2cnc3sc(C)cc3c2=O)c1
2. COC(=O)CN(c1ccc(Cl)cc1C)S(C)(=O)=O
3. CCc1ccc(NC(=O)C(=O)NCCN2CCN(Cc3ccc([N+](=O)[O-])cc3)CC2)cc1
4. CC1CCC2(CC1)NC(CO)(CO)CO2 (stereo not drawn)
5. N=c1sccn1CC(=O)Nc1cc(S(=O)(=O)N2CCCCC2)ccc1Cl
6. CSc1ccc(CNCCN2CCOCC2)cc1
7. Cc1ccccc1NC(=O)Cn1nc(C)n2cccc2c1=O
8. Cc1ccc(NC(=O)c2cc(C(C)(C)C)nn2Cc2ccccc2)cc1
screen / no.	1	2	3	4	5	6	7	8
NOD2 RIPK2 PPI	-8.2	2.2	-5.0	0.8	-5.2	-9.5	9.7	-2.7
COUP-TFII inh	12.3	1.5	15.1	-11.3	-16.3	-3.0	-10.8	-13.6
SRC3 inh	3.6	-0.4	1.1	-6.1	-4.7	21.0	-11.3	-74.1
TLR9-MyD88 inh	4.1	0.8	-2.0	3.6	-5.4	-10.6	-1.4	-3.6
C8 TRAIL sens	6.6	-3.7	26.5	3.9	22.8	-1.3	4.1	15.3
NCOA1 inh	-0.3	15.6	2.0	3.9	4.8	-1.7	-12.4	-69.9
SRC2 inh	29.7	4.7	5.1	16.4	9.2	-14.4	-10.3	-9.2
Vif imaging	-0.9	-13.3	-11.7	0.1	15.0	-4.7	11.3	-11.6
EBV LMP1 NFkB	0.6	-16.5	18.9	-0.8	-1.2	0.5	7.7	0.1
NR5A2 inv ag	-18.4	9.2	3.9	0.2	7.4	10.9	2.8	-34.3
TROY NFkB inh	26.4	5.1	23.2	-28.4	-10.9	18.2	-22.4	7.8

9. Cc1cc(NC(=O)CCN2C(=O)/C(=C\c3ccccc3)SC2=S)no1
10. O=C(CSc1nnc(-c2cccnc2)n1Cc1ccco1)Nc1nc(-c2ccc(F)cc2)cs1
11. Cc1nc(-n2nnc3ccccc32)c2c3c(sc2n1)CCCC3
12. COCCOC(=O)CSc1ncccc1-c1nc2cc(C)c(C)cc2[nH]1
13. Cc1ccc(S(=O)(=O)N2CCN(S(=O)(=O)N3CCC(C)CC3)CC2)c(C)c1
14. CC(C)C(c1nnnn1C1CCCCC1)N1CCOCC1 (stereo not drawn)
15. O=C(c1cc(N2C(=O)C3C4CCC(C4)C3C2=O)ccc1Cl)N1CCCCCC1 (stereo not drawn)
16. O=S(=O)(c1cccc2nonc12)N1CCCCCC1
screen / no.	9	10	11	12	13	14	15	16
NOD2 RIPK2 PPI	-3.2	1.4	-0.7	-5.6	-16.7	1.1	2.8	-12.9
COUP-TFII inh	-14.8	19.9	9.2	-36.9	-13.0	9.2	-8.3	-17.2
SRC3 inh	3.0	21.5	9.8	-54.1	-15.6	5.5	-28.4	-0.3
TLR9-MyD88 inh	-5.7	0.4	2.1	-4.1	-7.1	0.0	4.4	-6.4
C8 TRAIL sens	-3.8	8.0	6.5	65.4*	-9.6	-5.5	-2.5	-5.4
NCOA1 inh	4.4	5.2	7.7	-79.7	-12.1	4.6	4.7	-12.7
SRC2 inh	21.8	-2.4	2.2	-39.5	-1.0	1.2	-16.3	18.8
Vif imaging	?	-2.4	1.2	-2.6	-1.9	-6.6	3.8	-1.0
EBV LMP1 NFkB	-0.3	5.1	1.0	11.6	-4.9	-1.1	-1.7	4.4
NR5A2 inv ag	2.8	-17.1	3.5	-84.2	7.7	-3.0	0.1	-11.0
TROY NFkB inh	-16.4	25.9	7.5	-61.7	-7.5	3.3	12.4	-2.6

17. COC(=O)CCN(C(=O)c1cccc([N+](=O)[O-])c1)c1ccccn1
18. O=C(c1c(F)cccc1F)N1CCN(CCOc2ccccc2)CC1
19. O=C(Cn1cnc2c(nnn2Cc2ccc(F)cc2)c1=O)N1CCCc2ccccc21
20. Cc1ccccc1-c1nc2ccccc2o1
21. Cc1onc(-c2c(F)cccc2Cl)c1C(=O)N1CCCc2ccccc21
22. COc1ccc(Cc2nnc(SC(C)C(=O)Nc3ccc(F)cc3Cl)o2)cc1 (stereo not drawn)
23. CCCC(=O)N1CCN(c2ccc(NC(=O)c3ccc(Br)o3)cc2)CC1
24. CCN1C(=O)C(CC(=O)NC)N(NC(=O)c2ccccc2)C1=S (stereo not drawn)
screen / no.	17	18	19	20	21	22	23	24
NOD2 RIPK2 PPI	-3.8	-3.6	-16.5	-22.3	-7.6	-10.4	-17.3	3.2
COUP-TFII inh	5.5	-4.6	-6.5	-0.9	7.7	5.1	6.6	8.5
SRC3 inh	8.6	21.2	-9.0	0.2	6.6	-7.0	1.1	23.6
TLR9-MyD88 inh	-0.8	-1.9	-44.2	1.0	7.9	-2.3	-4.2	-5.1
C8 TRAIL sens	-9.6	-11.3	-12.7	-4.5	-3.0	-23.2	-8.3	0.6
NCOA1 inh	-0.5	17.5	0.0	-14.2	0.7	7.3	-9.0	1.9
SRC2 inh	7.5	-1.3	-15.2	3.6	-16.1	13.0	16.4	-2.8
Vif imaging	18.1	6.5	1.8	-1.9	-2.1	-7.2	.	5.2
EBV LMP1 NFkB	4.3	15.8	-2.7	-3.0	-0.9	-1.3	7.5	3.4
NR5A2 inv ag	-12.4	-5.5	-22.3	12.1	-7.1	21.3	-15.5	-1.1
TROY NFkB inh	-4.8	5.2	7.8	6.5	7.8	-32.2	-4.1	13.8

# An excerpt of these results, with values under each structure.
# Value order: NOD2 RIPK2 PPI | COUP-TFII inh | SRC3 inh | TLR9-MyD88 inh | C8 TRAIL sens | NCOA1 inh | SRC2 inh | Vif imaging | EBV LMP1 NFkB | NR5A2 inv ag | TROY NFkB inh
9	Cc1cc(NC(=O)CCN2C(=O)/C(=C\c3ccccc3)SC2=S)no1
  -3.2 | -14.8 | 3.0 | -5.7 | -3.8 | 4.4 | 21.8 | ? | -0.3 | 2.8 | -16.4
10	O=C(CSc1nnc(-c2cccnc2)n1Cc1ccco1)Nc1nc(-c2ccc(F)cc2)cs1
  1.4 | 19.9 | 21.5 | 0.4 | 8.0 | 5.2 | -2.4 | -2.4 | 5.1 | -17.1 | 25.9
11	Cc1nc(-n2nnc3ccccc32)c2c3c(sc2n1)CCCC3
  -0.7 | 9.2 | 9.8 | 2.1 | 6.5 | 7.7 | 2.2 | 1.2 | 1.0 | 3.5 | 7.5
12	COCCOC(=O)CSc1ncccc1-c1nc2cc(C)c(C)cc2[nH]1
  -5.6 | -36.9 | -54.1 | -4.1 | 65.4* | -79.7 | -39.5 | -2.6 | 11.6 | -84.2 | -61.7
13	Cc1ccc(S(=O)(=O)N2CCN(S(=O)(=O)N3CCC(C)CC3)CC2)c(C)c1
  -16.7 | -13.0 | -15.6 | -7.1 | -9.6 | -12.1 | -1.0 | -1.9 | -4.9 | 7.7 | -7.5

# New compounds follow
25. CCOC(=O)COc1ccc(N)cc1CC(NC(C)=O)(C(=O)OCC)C(=O)OCC
26. O=C(CSc1nc2[nH]ncc2c(=O)[nH]1)NCc1ccccc1Cl
27. Oc1ccc(O)c(-c2cnns2)c1
28. O=C(C1COc2ccccc2O1)N1CCN(c2nc3c(F)cc(F)cc3s2)CC1 (stereo not drawn)
29. CC(=O)NC(c1cccc([N+](=O)[O-])c1)c1c(OC(C)=O)ccc2ccccc12 (stereo not drawn)
30. COc1ccc(CN=C2NN=C(c3ccccc3)CS2)cc1
31. Cc1ccc(N2CC(C(=O)OCC(=O)C(C)(C)C)CC2=O)cc1C (stereo not drawn)
32. CC(C)(C)NC(=O)C1c2ccccc2OCC(=O)N1Cc1ccccc1 (stereo not drawn)
screen / no.	25	26	27	28	29	30	31	32
NOD2 RIPK2 PPI	-4.1	1.3	3.9	0.0	-7.2	-4.0	-0.2	-3.6
COUP-TFII inh	-1.4	2.8	-8.6	-6.8	-0.8	-18.0	17.9	6.6
SRC3 inh	11.8	12.3	7.6	-27.4	0.3	-33.1	-6.3	.
TLR9-MyD88 inh	2.1	-4.0	7.3	-1.2	10.8	3.3	-0.2	.
C8 TRAIL sens	8.4	-8.8	13.2	1.6	-5.7	0.2	15.3	-22.6
NCOA1 inh	3.1	-6.1	-1.3	-29.9	-22.1	-48.7	-11.1	.
SRC2 inh	-21.4	4.0	17.7	-28.0	5.0	-59.5	-6.8	-29.8
Vif imaging	2.7	-0.3	9.2	-0.6	0.8	7.3	-4.0	.
EBV LMP1 NFkB	2.7	-3.8	-4.7	-6.0	-3.9	-9.5	-2.3	.
NR5A2 inv ag	-16.2	-18.0	-28.9	-27.8	-2.5	-20.1	-23.9	-0.7
TROY NFkB inh	21.2	2.6	0.3	6.8	2.5	-30.1	-28.4	-20.1

33. COc1ccc(N2CCN(S(=O)(=O)/C=C/c3ccccc3)CC2)cc1
34. O=C1Nc2ccccc2SC1c1ccccc1 (stereo not drawn)
35. COc1cc(C(CCN2CCCCC2)c2c(OC)cc(OC)c3c(C)cc(=O)oc23)cc(OC)c1OC (stereo not drawn)
36. CCOc1ccc(/C=N/OCC(=O)NCc2ccco2)cc1
37. CCN(c1ccccc1)S(=O)(=O)c1cc(C(=O)OC(C)C(=O)Nc2ccc3c(c2)OCCO3)ccc1C (stereo not drawn)
38. N#Cc1c(-c2ccccc2Cl)c2c([nH]c1=O)-c1ccccc1OC2
39. Nc1c(C(=O)NCc2ccco2)nnn1CC(=O)Nc1ccc2c(c1)OCO2
40. O=C(NCc1cccc(F)c1)C1CCN(S(=O)(=O)Cc2ccccc2)CC1
41. CCOC(=O)c1oc2ccccc2c1NC(=O)c1ccc(S(=O)(=O)N2CCCC2)cc1
42. COCCN(C(=O)COC(=O)CCSc1ccc(F)cc1)c1c(N)n(Cc2ccccc2)c(=O)[nH]c1=O
43. CCc1cccc(C)c1NC(=O)COC(=O)C1CC(=O)N(CCc2ccc(OC)c(OC)c2)C1 (stereo not drawn)
screen / no.	33	34	35	36	37	38	39	40	41	42	43
NOD2 RIPK2 PPI	1.0	-12.0	-5.6	5.9	-5.3	-12.1	-8.2	-0.1	2.7	-11.9	4.9
COUP-TFII inh	-1.8	21.6	-0.2	-5.9	3.9	-7.0	16.2	0.8	-8.5	-10.1	1.0
SRC3 inh	11.1	5.2	18.8	12.3	4.5	12.8	5.9	-15.5	7.0	17.4	-1.6
TLR9-MyD88 inh	-2.5	0.4	6.9	-0.7	12.5	-13.8	-4.1	9.6	8.0	3.1	0.9
C8 TRAIL sens	-4.1	-1.5	-2.2	-9.3	1.0	-3.6	0.6	8.2	13.1	-7.0	-4.5
NCOA1 inh	-5.7	8.1	-10.8	17.5	-2.4	-27.1	6.5	7.3	-4.0	0.7	2.5
SRC2 inh	-26.3	4.9	-5.0	5.5	5.0	-20.5	-21.2	-1.1	8.2	8.1	7.9
Vif imaging	2.0	0.3	11.0	1.5	0.9	-9.8	-3.3	-3.4	2.7	1.2	.
EBV LMP1 NFkB	-14.6	8.9	-3.1	1.6	13.5	2.9	1.9	-6.7	11.8	-2.6	1.8
NR5A2 inv ag	11.4	-0.6	2.3	3.6	-0.2	10.4	10.6	-14.7	-19.0	-4.4	8.4
TROY NFkB inh	1.2	-0.7	10.3	-1.3	16.4	3.4	18.3	-15.1	7.3	-24.5	13.7
